# Assay outcomes deposited in PubChem BioAssay by Johns Hopkins Ion Channel Center.
# CHT block: human CHT choline transport inhibition. CHT-expressing cells, membrane potential dye, choline response; hits give low values. B-score at 10 µM. 310,000 tested, 0.86% active;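 active = B-score over 3 SD under the library average, and starting fluorescence ratio not unusually high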;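 note: choline stimulus applied at its EC90 after an EC20 pre-addition; B-score computed on integrated fluorescence ratio after choline addition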
# Target sequence (Q9GZV3 whole entry, looked up): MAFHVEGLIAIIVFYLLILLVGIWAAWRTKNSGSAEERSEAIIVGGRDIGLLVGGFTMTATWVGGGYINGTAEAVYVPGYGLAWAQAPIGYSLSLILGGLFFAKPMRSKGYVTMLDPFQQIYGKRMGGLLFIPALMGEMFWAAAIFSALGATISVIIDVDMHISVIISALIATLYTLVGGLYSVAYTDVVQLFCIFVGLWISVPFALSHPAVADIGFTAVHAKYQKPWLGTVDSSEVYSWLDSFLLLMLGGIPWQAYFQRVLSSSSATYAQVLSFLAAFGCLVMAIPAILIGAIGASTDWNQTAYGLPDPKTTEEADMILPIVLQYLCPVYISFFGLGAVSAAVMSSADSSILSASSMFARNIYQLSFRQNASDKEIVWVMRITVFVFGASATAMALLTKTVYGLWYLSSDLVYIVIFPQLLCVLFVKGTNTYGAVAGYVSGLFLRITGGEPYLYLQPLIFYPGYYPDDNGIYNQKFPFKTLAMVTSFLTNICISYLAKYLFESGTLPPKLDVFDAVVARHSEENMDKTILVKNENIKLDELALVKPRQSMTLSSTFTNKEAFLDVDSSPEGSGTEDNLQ
# CHT allo act: allosteric activators of human choline transporter CHT. CHT-expressing cells, membrane potential dye, choline EC20; hits give high values; LV-AA mutant CHT in HEK293 cells. Q9GZV3. 310,000 tested, 0.49% active. B-score at 10 µM;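 active = initial fluorescence not abnormally high and integrated response B-score, plate-corrected, over 3 SD above library mean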
# The depositor's hits bear a star; i = inactive.
# Every second line gives: CHT block, CHT allo act
- Cn1c(=O)c2c(nc(CN3CCN(c4ccccc4)CC3)n2CCN2CCOCC2)n(C)c1=O
    i, i
- CCc1nnc(NC(=O)CCNC(=O)c2ccco2)s1
    i, i
- O=c1cc(N2CCc3ccccc3C2)[nH]c(=O)n1-c1ccc(Cl)cc1
    i, i
- CC(C)(C)NCc1cccn1-c1sc2c(c1C#N)CCCC2
    -6.3*, i
- N#Cc1cccc(NC(=O)CSc2ccccc2)c1
    i, i
- COc1ccc(CN2CCOCCOCCN(Cc3ccc(OC)cc3)CCOCCOCC2)cc1
    i, i
- Cn1c(=O)c2[nH]c(SCC(=O)c3ccc(F)cc3)nc2n(C)c1=O
    i, i
- CC(OC(=O)C1CCN(S(=O)(=O)c2ccccc2)CC1)C(=O)Nc1ncc(Cl)cc1Cl (centres undefined)
    i, i
- O=C(NCCc1ccccc1)c1cccc(S(=O)(=O)N2CCCCC2)c1
    i, i
- CCc1ccc(Nc2n[n+](-c3ccccc3)c(-c3ccc(C(=O)O)cc3)s2)cc1
    i, i
- CC(=O)Nc1nc2ccccc2n1Cc1ccc(C)cc1
    i, i
- Cc1cccc(C2CC3(CC(C)(C)NC(=S)N3)Oc3cc(O)ccc32)c1 (centres undefined)
    i, i
- O=C(O)CC/C(=C\c1ccc(Cl)c([N+](=O)[O-])c1)c1nc2ccccc2s1
    i, i
- Cc1ccc(NC(=O)C2C3C=CC4(O3)C2C(=O)N(CCCN2CCOCC2)C4C(=O)NC2CCCCC2)cc1Cl (centres undefined)
    i, i
- CC(=O)Oc1ccc(OC(C)=O)c(S(=O)(=O)c2ccc(C)c(C)c2)c1
    i, i
- CN1CCN(S(=O)(=O)c2cccc(C(=O)NCCOc3ccccc3F)c2)CC1
    i, i
- O=C(NCC1CCCO1)c1ccc2c(c1)C(=O)N(C1CCCCC1)C2=O (centres undefined)
    i, i
- CCSc1nnc(NC(=O)c2nc(-c3ccccc3)n(-c3ccccc3)n2)s1
    i, i
- C/C(=N\OC(=O)c1ccc(OC(C)C)cc1)c1ccc(C)c(C)c1
    i, i
- Cc1c(C(=O)N2CCCCCC2)c(S(=O)(=O)NCc2ccccc2Cl)c(C)n1C
    i, i

# Every second line gives: CHT block, CHT allo act
- COc1ccc(C(=O)c2c[nH]c(C(=O)NCc3ccco3)c2)cc1
    i, i
- CS(=O)(=O)Nc1ccc(S(=O)(=O)N2CCCCCC2)cc1
    i, i
- CCn1c(SCC(=O)N2CCCC(C)C2)nc2c1c(=O)n(C)c(=O)n2C (centres undefined)
    i, i
- Cc1cccc2c1-c1sc(C(=O)NCCCN3CCCC(C)C3)cc1CO2 (centres undefined)
    i, i
- COc1ccccc1C(=O)NCCC(=O)N1CCCC(C(F)(F)F)C1 (centres undefined)
    i, i
- COc1ccc2cc(/C=C/C(=O)c3ccco3)c(Cl)nc2c1
    i, i
- O=C(CCN1CCCCC1)Nn1c(=S)[nH]c2ccccc2c1=O
    i, i
- Cc1cnc(NS(=O)(=O)c2ccccc2)c(C)n1
    i, i
- C#CCNC(=O)C1=C[C@@H](C2CCCCC2)C[C@@H](OCCCCO)O1
    i, i
- N#C/C(C(=O)Oc1ccccc1)=C1\C=Cc2ccccc2N1
    i, i
- COc1ccc(CNC(=S)Nc2ccc(Br)cc2)cc1
    i, i
- COc1ccc(-n2c(NNC(C)=O)nc3sc4c(c3c2=O)CCCC4)cc1
    i, i
- N#CC1(NC(=O)COC(=O)CCCN=C2NS(=O)(=O)c3ccccc32)CCCCC1
    i, i
- Cc1ccc2cc(NC(=O)CC(CC(=O)O)c3ccccc3)ccc2n1 (centres undefined)
    i, i
- CC(C)=NNc1nc2sc3c(c2c(=O)[nH]1)CC(C)(C)OC3
    i, i
- CC(=O)n1nc(-c2ccncc2)nc1SCC(=O)Nc1cccc(Cl)c1
    i, i
- Cc1cccc(-c2nnc3n2N=C(c2ccccc2Br)CS3)c1
    i, i
- CN(C)C(CNC(=O)c1cc(S(=O)(=O)N(C)c2ccc(F)cc2)ccc1Cl)c1ccco1 (centres undefined)
    i, i
- CSc1ncc(Cl)c(C(=O)Nc2c(C)cccc2C)n1
    i, i
- O=C(OCc1nnc(-c2ccccc2)o1)c1cccc(-n2cnnn2)c1
    i, i

# 4 of the compounds above, with each value named.
smiles: CN1CCN(S(=O)(=O)c2cccc(C(=O)NCCOc3ccccc3F)c2)CC1
  CHT block = i; CHT allo act = i

smiles: O=C(NCC1CCCO1)c1ccc2c(c1)C(=O)N(C1CCCCC1)C2=O (centres undefined)
  CHT block = i; CHT allo act = i

smiles: CCSc1nnc(NC(=O)c2nc(-c3ccccc3)n(-c3ccccc3)n2)s1
  CHT block = i; CHT allo act = i

smiles: C/C(=N\OC(=O)c1ccc(OC(C)C)cc1)c1ccc(C)c(C)c1
  CHT block = i; CHT allo act = i

# Additional entries
# Every second line gives: CHT block, CHT allo act
- CN1C2CCC1/C(=C/c1cccn1C)C(=O)/C2=C\c1cccn1C
    i, i
- O=C(NCc1ccccc1)c1cc(-c2ccncc2)nc2ccccc12
    i, i
- CCOCCCNC(=O)c1cc2sc(Cl)cc2n1CC
    i, i
- COC(=O)c1ccc(CN2CCCC(C(=O)Nc3cccc(-n4cccn4)c3)C2)cc1 (centres undefined)
    i, i
- CCOC(=O)/C(C(N)=NC(C)C)=C(\O)c1ccccc1
    i, i
- O=C(Cc1ccc(F)cc1)NC1CCS(=O)(=O)C1 (centres undefined)
    i, i
- Cc1cccc(NC(=O)Nc2ccc(C)cc2Br)c1
    i, i
- ClCC1CN(Cc2ccccc2Cl)CCO1 (centres undefined)
    i, i
- CCOc1ccc2nc(NC(=O)CN3CCN(C)CC3)sc2c1
    i, i
- CCOC(=O)NN=C1CN(S(=O)(=O)c2ccc(C)cc2)C1
    i, i
- O=C(Nc1cccc(Cl)c1)C1CCCCC1
    i, i
- O=C(NCC(c1cccs1)N1CCOCC1)c1cc([N+](=O)[O-])ccc1Cl (centres undefined)
    i, i
- COc1ccc(CNCC(O)(c2ccc(Cl)cc2)c2ccc(Cl)cc2)cc1OC
    i, i
- CCCCSc1nnc([C@H](C)NC(=O)OC(C)(C)C)o1
    i, i
- Cc1ccc(S(=O)(=O)CC(O)CN2CCCC2=O)cc1 (centres undefined)
    i, i
- COc1ccc(S(=O)(=O)N(CC(N)=O)C2CCCCC2)cc1Cl
    i, i
- CCCOc1ccccc1Cn1c(=O)oc2ccccc21
    i, i
- COC(=O)c1cc(NC(=O)c2c(Cl)nc3sccn23)cc(C(=O)OC)c1
    i, i
- CN(C)CCCN(C(=O)c1ccc(S(=O)(=O)N2CCc3ccccc3C2)cc1)c1nc2ccc(F)cc2s1
    i, i
- O=C(COC(=O)c1ccccc1C(=O)c1ccccc1)NCc1ccc(F)cc1
    i, i

# Four entries from above, set out differently:
SMILES	CHT block	CHT allo act
Cc1ccc(S(=O)(=O)CC(O)CN2CCCC2=O)cc1 (centres undefined)	i	i
COc1ccc(S(=O)(=O)N(CC(N)=O)C2CCCCC2)cc1Cl	i	i
CCCOc1ccccc1Cn1c(=O)oc2ccccc21	i	i
COC(=O)c1cc(NC(=O)c2c(Cl)nc3sccn23)cc(C(=O)OC)c1	i	i

# (more compounds)
# Every second line gives: CHT block, CHT allo act
- CCOc1ccc(S(=O)(=O)N(C)CC(=O)N2CCCC2)cc1
    i, i
- CCN(CC(=O)Nc1cc(Cl)ccc1C)C(=O)C1CCCCC1
    i, i
- CCN(c1ccccc1)S(=O)(=O)c1cccc(C(=O)NCC(c2cccs2)N2CCOCC2)c1 (centres undefined)
    i, i
- CCCNC(=O)c1cccc(Cn2nc(C)c(Br)c2C)c1
    i, i
- O=C(CSCc1ccccc1)NCc1ccc2c(c1)OCO2
    i, i
- O=C(N=Nc1c(O)[nH]c2ccccc12)c1ccc(CN2CCOCC2)cc1
    i, i
- CN(C)C(CNC(=O)Nc1cccc(Cl)c1)c1cccnc1 (centres undefined)
    i, i
- CC(C)Oc1ccc(C(=O)Nc2nnc(C3=COCCO3)o2)cc1
    i, i
- CC(=O)N1CCN(c2ccc(NC(=O)c3ccc(Br)o3)cc2Cl)CC1
    i, i
- Cc1ccccc1C(=O)Oc1ccc(Cl)cc1C(=S)N1CCOCC1
    i, i
- COc1ccc2[nH]c(C(=O)O)c(CCC(=O)O)c2c1
    i, i
- CC(=O)c1cccc(Nc2ccc(-c3ccccc3F)nn2)c1
    i, i
- Cc1cc(NC(=O)CSc2nnc(-c3ccc(Cl)s3)o2)no1
    i, i
- Cc1noc(C)c1C(=O)OCC(=O)NC1CC1
    i, i
- Cc1nn(-c2ccccc2)c(Cl)c1C(=O)NCc1ccccc1F
    i, i
- CC(=O)N(c1ccccc1C)C1CCCC1
    i, i
- COc1ccc(CC(=O)Nc2cc(C)on2)cc1OC
    i, i
- O=C(NCCc1ccccn1)c1n[nH]c(=O)c2ccccc12
    i, i
- CCN(CC)c1ccc(NC(=O)CN(C)Cc2cccs2)cc1
    i, i
- COc1ccc(-n2c(=O)n(Cc3ccccc3)c(=O)c3[nH]cnc32)cc1
    i, i

# Every second line gives: CHT block, CHT allo act
- Cn1c(=O)[nH]c(=O)c2c1nc(Br)n2CC(O)COc1ccccc1 (centres undefined)
    i, i
- Cc1ccccc1-c1nc(-c2ccccn2)no1
    i, i
- COc1cccc2c1Oc1ncccc1N(C(=O)CCC(=O)NCc1cccc(C)c1)C2
    i, i
- Cc1cc(C)cc(C(=O)N(NC(=O)Nc2ccc(Cl)cc2)C(C)(C)C)c1
    i, i
- CC(=O)c1ccc(N2CCN(C(=O)c3cc4c(C)nc5ccccc5c4o3)CC2)cc1
    i, i
- Cc1nc([N+](=O)[O-])cn1-c1ccc(N)cc1
    i, i
- COc1ccc(C(=O)C2CCCN(C(=O)C3=CCCC3)C2)cc1OC (centres undefined)
    i, i
- CN(C)S(=O)(=O)N1CCC(Oc2ccc(C(=O)NCCc3cscn3)cc2)CC1
    i, i
- O=C(Nc1cccc(-c2cccc(Cl)c2)c1)C1CCN(Cc2ccccn2)CC1
    i, i
- C[C@]1(CC/C(=C/CO)CO)[C@H](CO)CC[C@@]23COC(=O)C2=CCC[C@@H]31
    i, i
- O=C(NCC1CCN(Cc2cccc(Cl)c2)CC1)Nc1ccc(Cl)cc1
    i, i
- COc1ccc(C(=O)/C=C/Nc2ccc(S(=O)(=O)Nc3onc(C)c3C)cc2)cc1
    i, i
- CC(=O)N/C(=C/c1ccc(OS(=O)(=O)c2ccc(C)cc2)cc1)C(=O)NCCCO
    i, i
- COc1ccc(OC)c(C(=O)c2coc3ccc(OC)cc23)c1
    i, i
- O=C(CCN1C(=O)c2ccccc2C1=O)Nn1cnnc1
    i, i
- CCc1nnc2n1N=C(c1ccc(Cl)cc1)CS2
    i, i
- CC(=O)c1c(C)[nH]c(C(=O)OC(C)C(=O)Nc2cc(S(=O)(=O)N3CCCCC3)ccc2Cl)c1C (centres undefined)
    i, i
- Cc1ccc(NC(=S)N2CCC(N(C)CC3CCCO3)CC2)c(C)c1 (centres undefined)
    i, i
- CCOC(=O)CSc1nnc(-c2ccc([N+](=O)[O-])cc2)o1
    i, i
- NC(=O)CC(NC(=O)c1ccc(Br)cc1)c1ccc(NC2CCCCC2)c([N+](=O)[O-])c1 (centres undefined)
    i, i

# Every second line gives: CHT block, CHT allo act
- CCC(C)N(C(=O)COC(=O)CCc1c[nH]c2ccccc12)C1CCS(=O)(=O)C1 (centres undefined)
    i, i
- Cc1ccc2c(Cl)cc(Cl)c(OCC(=O)N3CCCC3)c2n1
    i, i
- CN(CC(=O)Nc1cccc(F)c1)C(=O)c1cccc(S(=O)(=O)N2CC3(C)CC2CC(C)(C)C3)c1 (centres undefined)
    i, i
- COc1ccc2cc(CCNC(=O)c3cccc([N+](=O)[O-])c3)c(=O)[nH]c2c1
    i, i
- COc1ccc(/C=C/C(=O)O/N=C(\N)c2cccnc2)cc1OC
    i, i
- COc1ccc(C(=O)Nc2ccc(C(=O)Nc3cccc(C)c3)cc2)cc1
    i, i
- COc1cccc(NC(=O)Cn2c3ccccc3c3nc4n(c(=O)c32)CCCS4)c1
    i, i
- Nc1cc(=O)[nH]c(SCCSc2ccccc2F)n1
    i, i
- Cc1ccc(N(C(=O)CS(=O)CC(=O)Nc2ccc(F)cc2)C(C)C(=O)NC(C)(C)C)cc1 (centres undefined)
    i, i
- CC1CN(C(=O)c2cc3ccccc3oc2=O)CC(C)O1 (centres undefined)
    i, i
- O=C(NC1CCCCC1)c1ccccc1NC(=O)C1CC(=O)N(c2ccccc2)C1 (centres undefined)
    i, i
- COc1ccccc1CN1C(=O)CNC1=S
    i, i
- CC(C)CC(CCc1ccccc1)OS(N)(=O)=O (centres undefined)
    i, i
- CS(=O)(=O)Nc1ccc(C(=O)NCCSc2ccc(Cl)cc2)cc1
    i, i
- COc1ccc(NC(=O)CN(C)C(=O)Cc2n[nH]c(=O)c3ccccc23)cc1
    i, i
- c1ccc2c(c1)oc1c(NCC3CCCO3)ncnc12 (centres undefined)
    i, i
- COc1ccc(-c2ncn(CCC#N)c2[N+](=O)[O-])cc1
    i, i
- CCOP(=O)(OCC)c1nc(-c2ccc(OC)cc2)oc1N1CCOCC1
    i, i
- CC(O)[C@@H](NC(=O)C1CCC(CNC(=O)[C@H](Cc2ccccc2)NC(=O)OC(C)(C)C)CC1)C(=O)O (some centres undefined)
    i, i
- CSc1ncc(CN2CCN(C3CCCCC3)C(CCO)C2)cn1 (centres undefined)
    i, i

# Every second line gives: CHT block, CHT allo act
- CC(N)c1ccc(Cl)cc1Cl (centres undefined)
    i, i
- N#Cc1cnn2ccc(-c3ccc4c(c3)CCC4)nc12
    i, i
- O=C(NCc1csc2ccc(Cl)cc12)Nc1cccc2ccccc12
    i, i
- Cc1ccc(-c2nc(CS(=O)(=O)CC(=O)N3CCCCCC3)c(C)o2)cc1
    i, i
- COc1ccccc1N(CC(=O)NCc1ccccn1)S(C)(=O)=O
    i, i
- CC(C)(C)C(=O)Nc1nnc(SCc2cccc(F)c2)s1
    i, i
- COc1ccc(N(CC(=O)NCc2ccc(Cl)cc2)S(=O)(=O)c2c(C)n[nH]c2C)cc1
    i, i
- O=C(C[n+]1ccccc1)Nc1ccccc1Br
    i, i
